Assay outcomes as filed in PubChem BioAssay.
ROC1-CUL1 inh – human ROC1-CUL1 E3 ligase inhibition; in vitro K48 di-Ub FRET, acceptor:donor ratio, 45 min; inhibition, % at 10 µM; 140,000 tested, 0.6% active; in the data active = inhibition above about 25%
Target sequence (P62877 whole entry, looked up): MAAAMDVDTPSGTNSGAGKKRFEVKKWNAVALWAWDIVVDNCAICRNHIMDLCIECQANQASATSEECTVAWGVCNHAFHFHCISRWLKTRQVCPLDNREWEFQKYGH
Target sequence (Q13616 whole entry, looked up): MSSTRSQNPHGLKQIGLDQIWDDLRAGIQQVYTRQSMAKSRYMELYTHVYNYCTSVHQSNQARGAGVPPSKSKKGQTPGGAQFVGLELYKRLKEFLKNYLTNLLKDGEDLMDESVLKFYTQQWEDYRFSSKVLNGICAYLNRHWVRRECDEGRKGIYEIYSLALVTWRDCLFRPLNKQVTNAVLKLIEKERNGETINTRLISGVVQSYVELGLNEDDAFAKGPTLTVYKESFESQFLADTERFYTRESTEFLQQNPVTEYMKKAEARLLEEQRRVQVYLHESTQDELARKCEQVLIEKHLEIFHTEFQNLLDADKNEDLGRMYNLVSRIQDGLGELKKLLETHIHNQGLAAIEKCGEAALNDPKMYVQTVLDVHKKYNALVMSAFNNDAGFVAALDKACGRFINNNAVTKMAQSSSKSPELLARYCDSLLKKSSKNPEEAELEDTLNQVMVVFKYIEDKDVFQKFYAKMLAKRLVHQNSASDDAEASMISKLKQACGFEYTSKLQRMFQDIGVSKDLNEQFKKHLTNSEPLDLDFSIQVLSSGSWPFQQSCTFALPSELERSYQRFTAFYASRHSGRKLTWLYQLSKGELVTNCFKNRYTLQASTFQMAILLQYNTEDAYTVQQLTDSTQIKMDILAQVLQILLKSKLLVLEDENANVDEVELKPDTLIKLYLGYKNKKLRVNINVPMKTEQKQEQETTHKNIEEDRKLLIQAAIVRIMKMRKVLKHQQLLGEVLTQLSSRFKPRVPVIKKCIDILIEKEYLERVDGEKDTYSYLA
The depositor's hits bear a star.

ROC1-CUL1 inh	SMILES
5	C=C(C)CN(CC)Cc1c(C(=O)N2CCN(C3CCCCC3)CC2)nc2ccccn12
-9	Cc1ccc2c(c1)c1c3n2CCN(CC(O)COc2ccccc2C)C3CCC1 (stereo not given)
-5	CCCNC(=O)COCc1cc(-c2ccc(F)cc2)on1
3	CCCn1c(=N)c(C(=O)NC2CCCCC2)cc2c(=O)n3cc(C)ccc3nc21
-10	Nc1c(C(=O)NCCc2ccc(Cl)cc2)sc2nc(-c3ccncc3)ccc12
8	CC(=O)Nc1nonc1-c1nnc(SCC(=O)Nc2cccc(F)c2)n1-c1ccccc1
0	O=C(Nc1cccc(C(F)(F)F)c1)Nc1cccs1
-3	C=CCn1c(C(NC(=O)c2cccc(C)c2)C(C)C)n[nH]c1=S (stereo not given)
1	O=C(c1cnc2ccccc2n1)c1ccco1
-5	COc1cc(Cl)c(C)cc1NC(=O)c1cnc(N2CCOCC2)c2ccccc12
6	O=C(c1ccc(Br)s1)N1CCN(c2ccc(F)cc2)CC1
-4	Cc1cc(=O)n2[nH]c(NCc3ccccc3C)nc2n1
-3	Cc1ccc(Cc2c(C)nc3nc(SCC(=O)NC(C)c4ccccc4)nn3c2C)cc1 (stereo not given)
-15	Cc1c(Cl)cccc1-c1ccc(C(=O)Nc2nc3ccccc3s2)o1
-11	COc1cccc(NC(=O)c2ccccc2NC(=O)c2ccco2)c1
-9	CCc1cccc(NC(=O)c2snnc2C)c1
3	Cc1cc(NC(=O)c2cc3ccccc3oc2=O)no1
1	COc1ccccc1C(=O)Nc1ccc2nc(N3CCC(C)CC3)cc(C)c2c1
-5	Cc1ccc(S(=O)(=O)N2CCN(Cc3nc4ccc(C)cc4o3)CC2)cc1
-3	CC(C)(Oc1ccc(Cl)cc1)C(=O)Nc1cc(C(F)(F)F)ccc1F
9	O=C1CCCCCCCCCOCCCCCO1
0	Cc1ccc(-c2cn(-c3cccc(Cl)c3)c(S(=O)(=O)CC(=O)Nc3cccc(C)c3)n2)cc1
3	Cc1ccc(C)c(Cn2c(=O)cc(C)c3c(C)nn(C)c32)c1
3	Cc1cccc2sc(N(Cc3cccnc3)C(=O)c3ccco3)nc12
26*	CCOc1cc(C(c2c(C)[nH][nH]c2=O)c2c(C)[nH][nH]c2=O)cc(Br)c1OCc1cccc2ccccc12
-2	COc1ccc(Cc2nnc(NS(=O)(=O)Cc3ccccc3)s2)cc1OC
-3	CCOC(=O)N1CCc2[nH]c3ccccc3c2C1
0	CN(CC(=O)Nc1ccccc1Sc1ccccc1)S(=O)(=O)c1ccc(Br)cc1
3	O=C1CCCN1c1ccc(S(=O)(=O)N2CCN(c3ncccn3)CC2)cc1
-7	COc1ccc(CC(=O)NCC2CC(Cc3ccc(F)cc3)=NO2)cc1 (stereo not given)
-8	CCc1ccc2occ(CC(=O)Nc3ccccc3C(F)(F)F)c2c1
-5	CCOc1ccc(-c2nc(CSCC(=O)N3CCN(c4cccc(C(F)(F)F)c4)CC3)c(C)o2)cc1
-1	O=S(=O)(Nc1ccc(N2CCOCC2)cc1)c1cccc2cccnc12
-1	Cc1ccccc1C(=O)N1CCN(Cc2ccc(F)cc2)CC1
1	CCc1ccc(-c2cc(C(F)(F)F)n3nc(C(=O)NCc4cnn(CC)c4)cc3n2)s1
-2	CCc1noc(C)c1C(=O)Nc1ccc(Br)c(C)c1
0	CCOc1ccc(-c2csc(NC(=O)COc3cccc(C)c3C)n2)cc1
6	CCOC(=O)c1ccc(COC(=O)c2cc(=O)[nH]c3ccccc23)o1
3	Cc1ccc2nc(-c3ccc(NC(=O)c4ccc(S(C)(=O)=O)cc4)cc3)sc2c1
-1	CCSc1ncc(Cl)c(C(=O)N2CCN(c3ccccc3OC)CC2)n1
7	COc1cc(C=C2C(=O)N(C)C(=O)N(C)C2=O)ccc1OS(=O)(=O)c1ccc(F)cc1
6	CCCCC(CC)C(=O)NCCc1ccc(S(N)(=O)=O)cc1 (stereo not given)
2	COC(=O)COc1ccccc1/C=C1\CC/C(=C\c2ccccc2OCC(=O)OC)C1=O
-3	CCN(CC)CCNC(=O)c1cc(-c2ccc(Br)s2)nc2ccccc12
3	CCN1C(=O)c2cccc3c(NC(=O)c4ccc(I)cc4)ccc1c23
2	CCCCN(CCCC)S(=O)(=O)c1ccc(NC(=O)C2CCCO2)cc1 (stereo not given)
-5	COC(=O)c1ccc(NC(=O)NCCn2nnc3cc(S(=O)(=O)N(C)C)ccc32)cc1
7	Cc1ccc(C)c(NC(=O)CCC(=O)Nc2cc(C)ccc2C)c1
4	CCCN1CCC(N2CCOC(Cc3cccc(OC)c3)C2)CC1 (stereo not given)
-10	CCOc1ccc(-c2cc(C(=O)N3CCN(S(=O)(=O)c4cc(Cl)ccc4OC)CC3)[nH]n2)cc1
6	O=C(Cn1c(=O)n(-c2ccc(F)cc2)c(=O)c2sc3ccccc3c21)N1CCCC1
-6	Cc1ccc(CCNC(=O)c2cc3c(=O)oc4ccccc4c3s2)cc1
-6	CCCc1nn(C)c(-c2nn3c(Cc4ccc(Cl)cc4)nnc3s2)c1Cl
-2	CCc1cccc(NC(=O)CSc2n[nH]c(-c3ccccc3Cl)n2)c1
12	COc1ccccc1N1CCN(C(=O)C2CCN(C(=O)c3ccccc3F)CC2)CC1
7	CCn1cc(C(=O)Nc2cccc(Cl)c2)c2cc(OC)c(OC)cc2c1=O
-5	CCc1ccc(S(=O)(=O)c2nnn3c2nc(NC(C)C)c2cc(Cl)ccc23)cc1
-3	O=C(CSc1nnc(-c2ccncc2)n1-c1ccccc1)N/N=C/c1ccc([N+](=O)[O-])s1
-5	CCCc1nn2c(=O)cc(COC(=O)c3cccc(NC(=O)COc4ccccc4C)c3)nc2s1
-6	COc1ccc(C2C=NN(c3ccc(Br)cc3)C2=O)cc1 (stereo not given)

The list goes on.
ROC1-CUL1 inh	SMILES
-15	Cc1ccc(C(=O)N2N=C(C3CC3)CC2(O)C(F)(F)F)cc1[N+](=O)[O-] (stereo not given)
-12	O=C(CC1c2ccccc2CCc2ccccc21)N1CCCC1c1nccs1 (stereo not given)
3	Cc1ccc(NC(=O)c2cc(-n3cnnc3)ccc2Cl)c(C)c1
-9	CCOc1ccc(NC(=O)CSc2cn(CCNC(=O)c3ccccc3F)c3ccccc23)cc1
-3	CCCOc1ccccc1C1Oc2nc(SC)nnc2-c2ccccc2N1C(C)=O (stereo not given)
-5	CN(C)c1ccc(/C=N/n2c(-c3ccccc3)n[nH]c2=S)cc1
2	Cc1ccc(N=c2[n-][n+](C)c3c(C)ncc(C)n23)cc1
-3	Cc1ccc(C(=O)COC(=O)c2ccccc2NC(=O)c2ccco2)cc1
5	Cc1cc(C)cc(NC(=O)C2CCCN2S(=O)(=O)c2ccc3c(c2)CCCC(=O)N3)c1 (stereo not given)
5	Cc1ccc2cc3cc(C(=O)Nc4ccc(F)cc4Cl)oc3nc2c1
0	CCOC(=O)c1c(NC(=O)CNC(C)(C)C)sc2c1CCC(C)C2 (stereo not given)
6	CCC(=NCc1ccc(Cl)c(Cl)c1)C1N=C(c2ccco2)OC1=O (stereo not given)
4	Cc1cc(C(=O)Nc2ccc(Cl)cc2Cl)no1
-2	O=C(Nc1ccccc1)c1nn(-c2ccc(Br)cc2)c2[nH]c(=O)[nH]c(=S)c12
-3	Cc1ccc(C2=Nc3ccccc3C(c3ccccc3)S2)cc1 (stereo not given)
-5	Cn1ncc(C(=O)N2CCN(c3ccccc3)CC2)c1C1CCN(C(=O)OC(C)(C)C)CC1
7	O=C(CN(c1ccc(Cl)cc1)S(=O)(=O)c1ccccc1)N/N=C/c1cccc2ccccc12
-3	Cc1ccc(S(=O)(=O)Oc2ccc(C(=O)COC(=O)c3ccccc3F)cc2)cc1
0	CCOC(=O)C1=C(C)N=C2CC(c3ccccc3OC)C(C(=O)OCC)C(=O)C2C1c1cc(OC)c(OC)c(OC)c1 (stereo not given)
-1	CCn1c(SCC(=O)Nc2ccccc2C)nnc1-c1ccc(Cl)cc1
9	CC(Nc1nc(CN2CCN(C(=O)c3ccco3)CC2)nc2ccccc12)c1ccc(F)cc1 (stereo not given)
5	O=C1NC(=O)/C(=C\c2ccc(-c3ccc(Cl)c(Cl)c3)o2)S1
-2	O=S(=O)(Cc1ccccc1F)Nc1c(F)cccc1F
1	CC(=O)Nc1ccc(C(=O)N2CCCC(CCC(=O)N3CCN(C)CC3)C2)cc1 (stereo not given)
0	COc1ccc(CC(=O)Nc2nnc3n2CCS3)cc1
-17	COc1ccc(OC)c(C2CC(=O)N=C3C2C(=O)Nc2nc4ccccc4n23)c1 (stereo not given)
-5	CCO/N=C(\C)C1C(=O)c2ccccc2N(C)C1=O (stereo not given)
8	Cc1ccc(C(=O)Nc2ccc(O)cc2C)cc1
-1	O=C(Cc1nc2cc(Cl)ccc2oc1=O)c1ccc(Cl)cc1
-4	CCCCNC(=O)c1ccc2c(=O)n(-c3ccccc3)c(=O)[nH]c2c1

An excerpt from above in order of SMILES length, falling.
ROC1-CUL1 inh	SMILES
0	CCOC(=O)C1=C(C)N=C2CC(c3ccccc3OC)C(C(=O)OCC)C(=O)C2C1c1cc(OC)c(OC)c(OC)c1 (stereo not given)
7	O=C(CN(c1ccc(Cl)cc1)S(=O)(=O)c1ccccc1)N/N=C/c1cccc2ccccc12
-5	Cn1ncc(C(=O)N2CCN(c3ccccc3)CC2)c1C1CCN(C(=O)OC(C)(C)C)CC1
-2	O=C(Nc1ccccc1)c1nn(-c2ccc(Br)cc2)c2[nH]c(=O)[nH]c(=S)c12
9	CC(Nc1nc(CN2CCN(C(=O)c3ccco3)CC2)nc2ccccc12)c1ccc(F)cc1 (stereo not given)
-15	Cc1ccc(C(=O)N2N=C(C3CC3)CC2(O)C(F)(F)F)cc1[N+](=O)[O-] (stereo not given)
-9	CCOc1ccc(NC(=O)CSc2cn(CCNC(=O)c3ccccc3F)c3ccccc23)cc1
-5	CN(C)c1ccc(/C=N/n2c(-c3ccccc3)n[nH]c2=S)cc1
0	CCOC(=O)c1c(NC(=O)CNC(C)(C)C)sc2c1CCC(C)C2 (stereo not given)
-12	O=C(CC1c2ccccc2CCc2ccccc21)N1CCCC1c1nccs1 (stereo not given)
3	Cc1ccc(NC(=O)c2cc(-n3cnnc3)ccc2Cl)c(C)c1
-1	O=C(Cc1nc2cc(Cl)ccc2oc1=O)c1ccc(Cl)cc1
-3	Cc1ccc(C2=Nc3ccccc3C(c3ccccc3)S2)cc1 (stereo not given)
-5	CCO/N=C(\C)C1C(=O)c2ccccc2N(C)C1=O (stereo not given)
-2	O=S(=O)(Cc1ccccc1F)Nc1c(F)cccc1F
0	COc1ccc(CC(=O)Nc2nnc3n2CCS3)cc1
4	Cc1cc(C(=O)Nc2ccc(Cl)cc2Cl)no1
8	Cc1ccc(C(=O)Nc2ccc(O)cc2C)cc1

(continued)
ROC1-CUL1 inh	SMILES
3	Cn1c(=O)oc2cc(S(=O)(=O)N3CCC(C(=O)N4CCN(c5cccc(Cl)c5)CC4)CC3)ccc21
2	CCc1ccc(C(=O)N2CCN(C)CC2)s1
0	Cc1ccc(NC(=O)COc2ccc(Cl)cc2Cl)c([N+](=O)[O-])c1
6	CC(C)C(=O)Nc1ccc2c(c1)nc(CCN1CCN(C)CC1)n2C
4	O=c1cc(N2CCN(c3ccc(Cl)cc3)CC2)c2ccccc2o1
2	CC(C)NS(=O)(=O)c1ccc(NC(=O)c2cccnc2)cc1
4	Cc1cc(N2CCOCC2)nc(SCc2n[nH]c(=S)o2)n1
3	CCOc1ccc(-n2nnc(C(=O)Nc3ccc(N4CCN(C)CC4)cc3)c2C)cc1
7	CC(=O)C12CC(C)=C(C)CC1CC1C3CCC4=CC(=O)CCC4(C)C3CCC12C (stereo not given)
3	CCCCNCc1ccc2c(c1)OCCO2
3	O=S(=O)(Nc1ccc(Br)cc1F)c1cccc(C(F)(F)F)c1
2	COc1cc(-c2[nH]nc3c2C(c2ccc(Cl)cc2)C(C#N)C(=N)O3)ccc1OCc1ccccc1 (stereo not given)
-10	CC(C)[C@H]1CC[C@H](C)C[C@H]1OC(=O)NCCc1ccccc1
-10	CCCCC(=O)Nc1cc(C)ccn1
0	O=C1CCCc2c1c(Nc1ccc(F)cc1)nn2-c1ccccc1
8	CCOCCCNS(=O)(=O)c1ccc(OC)c(Cl)c1Cl
0	CCOC(=O)c1cccc(NC(=O)CCc2c(C)nn(-c3ccc(N4CCOCC4)nn3)c2C)c1
-2	C/C(=N\NC(=O)c1ccc(-c2ccccc2)cc1)c1cccc(N)c1
3	C=C(C)CSc1nc(-c2ccccc2)cc(-c2ccc(OC)cc2)c1C#N
4	CN(C)Cc1cc(-c2ccccc2)c2ccccc2c1
0	CCOC(=O)CSc1nnc(-c2sc3nc(-c4ccccc4)nc(C)c3c2N)o1
3	O=C(c1ccco1)N1CCCC(CCc2ccccc2)C1 (stereo not given)
-10	Cc1ccccc1CS(=O)(=O)Nc1ccccc1C(N)=O
-1	Cc1ccc(NC(=O)c2cc(S(=O)(=O)N3CCOCC3)c(Cl)cc2Cl)cc1
-4	O=C1CCCc2c1n(Cc1ccccc1)c1ccc(Cl)cc21
-8	C=CCN1C(=O)/C(=C2\Sc3ccccc3N2CC)SC1=NS(=O)(=O)c1ccccc1
7	N#Cc1cc(C#N)c(C23CC4CC(CC(C4)C2)C3)nc1C12CC3CC(CC(C3)C1)C2
7	O=C(CC(c1ccccc1)c1cc(Br)ccc1O)NCc1ccco1 (stereo not given)
3	CC(C#N)(Cc1ccccc1)Nc1ccccc1 (stereo not given)
8	COc1ccccc1C1CN(CCNC(=O)CCn2c(=O)[nH]c3ccccc32)Cc2ccccc2O1 (stereo not given)
-15	C=CCSC1=NC2(CC(c3ccccc3)Oc3cc(O)ccc32)CC(C)(C)N1 (stereo not given)
-15	Cc1ccccc1NC(=O)c1ccccc1NC(=O)CCC(=O)O
-3	COc1ccccc1NC(=O)CSc1nnc(NC(=O)c2ccccc2Cl)s1
3	O=C(c1ccsc1)c1ccsc1
2	CCCCCCC(C)n1cc(C(C)=O)c(=O)n(C)c1=O (stereo not given)
-2	CN(C(=O)Nc1ccc(I)cc1)c1ccccc1
-6	CCCCSc1nsc(NC(=O)OCC)n1
-5	CCOc1ccc(N(CC(=O)NCc2ccc(C)cc2)S(=O)(=O)c2c(C)noc2C)cc1
11	Cc1ccc(OC(=O)c2ccccc2C)cc1
0	O=C(NC(S)Nc1ccc([N+](=O)[O-])cc1)c1ccc(Cl)cc1 (stereo not given)
-2	Cc1cc(I)ccc1NC(=O)CSc1nnc(C)n1N
-5	Cc1ccc(NC(=O)CCNS(=O)(=O)c2ccc3c(c2)CCN3C(=O)C2CC2)c(Cl)c1

A portion of the library, so the mix of outcomes need not match the whole.
